LMNA splice mod – modulators of lamin A splicing. HeLa LMNA splicing GFP/RFP minigene ratio, 48 h. Potency, µM (series often up to 46.1 µM), for the others: at the top dose ratio change, negative = inhibition, hits mostly inhibitors. actives 0.01% (n = 200,000). AID 1487; active means well fitted inhibition curve with a large enough effect in the signal ratio, with a control signal flat, not every such curve was filed as active; inconclusive means small, poorly fitted or top-dose-only effect, or effect the other way, or a change in a side signal; the % refers to the signal ratio; further: on the % scale 0 is the no-effect control and ±100 the full control effect
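Read-out is the ratio of GFP to DsRed2 object intensity, acquired by 488 nm laser-scanning cytometry on HeLa lamin A-EGFP minigene reporter cells. Compound incubation 48 hrs at 37 °C in Opti-MEM with 2% FBS; DMSO 0.5% final.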
ALDH1A1 block – ALDH1A1 (human) enzyme inhibition; Purified ALDH1A1, NADH fluorescence, propionaldehyde substrate; Potency, µM (doses to about 75.3 µM), for inactives: at the top dose activity, negative = inhibition, usual class: inhibitors; actives 7.3% (n = 220,000); AID 1030; active means well fitted inhibition curve with a large enough effect, not every such curve was filed as active; inconclusive means small, poorly fitted or top-dose-only effect, or another doubt; inactive means no such curve, though single readings can be large or run the other way;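 further: plate controls were no enzyme wells and a reference inhibitor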
KDM4E inh – blocks human JMJD2E demethylase activity | Potency, µM (titrated, usually from 57.1 µM), inactives show top-dose activity change, negative = inhibition, most hits filed as inhibitors | B2RXH2 | actives 1.6% (n = 230,000) | AID 2147 | JMJD2E catalytic domain, FDH-coupled NADH fluorescence (FDH is formaldehyde dehydrogenase); active means well fitted inhibition curve with a large enough effect, not every such curve was filed as active; inconclusive means small, poorly fitted or top-dose-only effect, or another doubt; inactive means no such curve, though single readings can be large or run the other way;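 further: 0% = wells with enzyme and -100% = buffer wells without enzyme; nearly all actives have a fitted effect of over 50% in size; many of its hits are not listed in these tables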
Target sequence (B2RXH2 1-337 limits assumed): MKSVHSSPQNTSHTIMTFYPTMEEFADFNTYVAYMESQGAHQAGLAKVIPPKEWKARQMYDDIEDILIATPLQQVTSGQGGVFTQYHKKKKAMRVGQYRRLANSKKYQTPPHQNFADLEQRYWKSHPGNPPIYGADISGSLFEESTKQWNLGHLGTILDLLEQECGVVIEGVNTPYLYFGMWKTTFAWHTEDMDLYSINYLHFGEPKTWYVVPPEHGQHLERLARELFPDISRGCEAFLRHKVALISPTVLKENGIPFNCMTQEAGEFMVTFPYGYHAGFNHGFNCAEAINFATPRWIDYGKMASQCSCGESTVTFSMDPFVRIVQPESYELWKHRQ
RECQ1 inh – blocks DNA unwinding by human RECQ1 | RECQ1 DNA unwinding, red fluorescence kinetic read | Potency, µM (series often up to 57.3 µM), inactives show at the highest dose activity, negative = inhibition, usual class: inhibitors | P46063 | actives 0.54% (n = 240,000);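 further: plate controls were vehicle for no effect and no enzyme for full effect; nearly all actives have a fitted effect of over 30% in size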
Target sequence (P46063 whole entry, looked up): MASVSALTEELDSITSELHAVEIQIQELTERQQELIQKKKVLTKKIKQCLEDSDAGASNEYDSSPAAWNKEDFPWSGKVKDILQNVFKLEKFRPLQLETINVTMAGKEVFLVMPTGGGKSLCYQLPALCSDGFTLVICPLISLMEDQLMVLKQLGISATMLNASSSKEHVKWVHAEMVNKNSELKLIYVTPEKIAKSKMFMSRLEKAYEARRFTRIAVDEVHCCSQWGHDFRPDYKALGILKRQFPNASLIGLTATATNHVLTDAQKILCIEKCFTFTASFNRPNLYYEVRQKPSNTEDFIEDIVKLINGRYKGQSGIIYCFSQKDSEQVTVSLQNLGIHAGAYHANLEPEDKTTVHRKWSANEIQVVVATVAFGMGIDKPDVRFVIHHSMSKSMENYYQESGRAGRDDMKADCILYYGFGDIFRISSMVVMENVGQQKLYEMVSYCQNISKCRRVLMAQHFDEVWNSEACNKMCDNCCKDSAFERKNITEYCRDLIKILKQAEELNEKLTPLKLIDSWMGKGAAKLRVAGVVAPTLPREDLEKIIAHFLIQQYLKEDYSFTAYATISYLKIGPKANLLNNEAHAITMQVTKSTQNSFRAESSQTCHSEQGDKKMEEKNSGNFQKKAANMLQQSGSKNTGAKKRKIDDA
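50 nM RECQ1T1 preincubated 15 min with compound in Tris pH 8.0 buffer with MgCl2, DTT, Tween-20 and 2.5 ug/ml poly(dI-dC); started with 200 nM TAMRA/BHQ-2 forked duplex and 2 mM ATP. Unwinding read as fluorescence (525/598 nm), two reads 2 h apart.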
Tau fibril ThT – inhibitors of human tau fibril formation, thioflavin T binding | P10636 | recombinant tau K18 P301L (four-repeat tau fragment), heparin-induced fibrillization, ThT fluorescence | Potency, µM (highest dose often 57.4 µM), inactives show at the top dose activity, negative = inhibition, most hits filed as inhibitors | actives 2.1% (n = 270,000) | AID 1460; further: on the % scale 0 is the no-effect control and ±100 the full control effect; nearly all actives have a fitted effect of over 55% in size
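Aggregation was driven by heparin (20 uM final) acting on recombinant tau […] bearing P301L in 100 mM sodium acetate pH 7; fibrils were detected with Thioflavin T.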
Luc counter – counter-screen: inhibitors of Kinase-Glo firefly luciferase; Q27757; Potency, µM (doses to about 38.3 µM), inactives show at the top dose activity change, negative = inhibition, usual class: inhibitors; actives 0.28% (n = 200,000); AID 1379; Kinase-Glo luciferase, ATP luminescence, 8 min; further: on the % scale 0 is the no-effect control and ±100 the full control effect; nearly all actives have a fitted effect of over 60% in size
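Compound is pinned into ATP-containing buffer (10 uM ATP, imidazole pH 7.2, 7 mM MgCl2). Kinase-Glo luciferase reagent is then added. Light output is recorded following an 8-min room-temperature incubation.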
SMN2 splice enh – enhancers of SMN2 splice variant expression; Potency, µM (doses to about 46.1 µM), inactives show at the highest dose activity change, positive = activation, most hits filed as activators; actives 2.8% (n = 210,000); HEK293 SMN2-luciferase splicing reporter, luminescence, 30-36 h; further: % of control where 0% means no effect; nearly all actives have a fitted effect of over 55% in size
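HEK293 cells carry an SMN2 minigene-luciferase reporter in which exon 7 inclusion puts luciferase in frame. Cells were seeded at 2000 cells/well, attached for 10-12 hours, then exposed to compounds for 30-36 hours at 37C before ONE-Glo luminescence.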
L3MBTL1 block – blocks human L3MBTL1 | Q9Y468 | Potency, µM (titrated, usually from 57.1 µM), for the others: at the highest dose activity, negative = inhibition, actives largely listed as inhibitors | actives 0.66% (n = 230,000) | AlphaScreen L3MBTL1–H3K9me1 peptide binding; further: on the % scale 0 is the no-effect control and ±100 the full control effect; nearly all actives have a fitted effect of over 60% in size
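First, the protein-peptide complex forms for 30 min at room temperature (L3MBTL1 50 nM, biotinylated H3K9me1 peptide 75 nM). Next, compounds are pin-transferred and incubated 30 min. Finally, AlphaScreen beads are added and read after 30 min.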
* hit, by the source's call; i = inactive; ? = inconclusive; nt = not tested or not shown; [ ] = dose if it differs, or a comment. Unless noted, the call rests on the fitted dose curve; in most records, active means well fitted curve in the direction sought with a large enough effect; inconclusive means small, poorly fitted or top-dose-only effect, or another doubt; inactive means no such curve, though single readings can be large; an effect the other way counts as inactive or inconclusive. Potency means the concentration at half of the fitted maximal effect. Not all compounds are listed; rates above refer to the full screens.

Structure	LMNA splice mod	ALDH1A1 block	KDM4E inh	RECQ1 inh	Tau fibril ThT	Luc counter	SMN2 splice enh	L3MBTL1 block
CCOC(=O)N1CCN(C(=O)CCNS(=O)(=O)c2cc(Br)cnc2N)CC1	8%	-3%	-14%	i	1%	1%	-7%	-5%
COc1cccc(C(=O)N2N=C(c3cccc(OC)c3)CC2(O)C(F)(F)F)c1 (stereo not given)	3%	5%	6%	-2%	-9%	-1%	-13%	6%
CC(=O)c1ccc(NC(=O)C(C)NCc2ccccc2Cl)cc1 (stereo not given)	nt	-1%	10%	-3%	-14%	1%	7%	nt
COc1ccc(-c2nnc(SCC(=O)NCCc3ccccc3)o2)cc1	-20%	-3%	-7%	i	-20%	0%	-2%	8%
O=C(Nc1ccc(S(=O)(=O)N2CCCCC2)cc1)c1ccccc1Cl	-18%	4%	5%	-7%	-14%	-3%	-12%	nt
CC1(C)CCCN(Cc2c(O)ccc3c(=O)c(-c4nc5ccccc5s4)c(N)oc23)C1	nt	nt	?	i	?	nt	nt	1%
CCCC(=O)N(C)c1nnc(-c2ccc(OC)cc2)s1	-4%	28µM*	?	-10%	-11%	-7%	10%	10%
Cc1cc(C)n(-c2nnc(Cl)c3ccccc23)n1	nt	3.5µM*	-35%	i	-2%	-8%	-10%	3%
Cc1[nH]c2ccccc2c1/C=N/NC(=O)Nc1ccccc1	-13%[9.22 µM]	-1%	-3%	1%	?	-2%	?	12%
CC(OC(=O)C1CCN(S(=O)(=O)c2ccccc2)CC1)C(=O)Nc1ncc(Cl)cc1Cl (stereo not given)	-1%	?	-3%	-8%	-12%	-1%	nt	nt
CCCCOC(=O)c1[nH]c2c(c1C)C(=O)CC(c1cc(OC)c(OC)c(OC)c1)C2 (stereo not given)	?	5µM*	1%	-3%	-12%	3%	-75%[inhibitor]	-7%
COc1ccc(N2CCN(S(=O)(=O)c3ccc(-n4cnnn4)c(C)c3)CC2)cc1	-6%	?	3%	-4%	-8%	0%	-14%	-3%
CCOC(=O)Cc1csc(NC(=O)CCNS(=O)(=O)c2ccc3c(c2)CCC(=O)N3)n1	-2%	3%	-12%	i	?	nt	nt	-4%
CCOC(=O)c1oc2cc(O)cc(C)c2c(=O)c1-c1cscn1	-11%	-4%	-6%	-15%	-5%	2%	-19%	15%
N#CNC1=NCN(Cc2ccccc2)CN1	5%	-1%	8%	-4%	-2%	-2%	5%	35%
C/C=C(\C)C(=O)NCCN1C2=NC[C@@H](C)N2C[C@H]1Cc1ccc(O)cc1	nt	6%	-9%	8%	-4%	nt	nt	12%
Cc1ccc(/C=N/N=C/c2ccc(C)s2)s1	7%	2%	6%	-14%	?	0%	7.1µM*	-2%
O=C(CSc1nc(-c2cccs2)cc(C(F)(F)F)n1)NCc1ccccc1	-5%	-10%	?	-8%	-9%	-3%	-5%	nt
Cc1ccc([N+](=O)[O-])cc1S(=O)(=O)NCCc1c(C)[nH]c2ccccc12	-11%	-9%	2%	-6%	?	0%	-6%	-13%
COc1ccccc1N1CCN(Cc2c[nH]c3ccccc23)CC1	nt	nt	-4%	-9%	-1%	nt	nt	-14%
CCCCCc1c(C)nc(SCC(=O)O)[nH]c1=O	-11%	0%	0%	1%	-3%	1%	-2%	6%
COc1ccc2c(c1OC)C(=O)OC2Nc1nc(-c2cc3cc([N+](=O)[O-])ccc3oc2=O)cs1 (stereo not given)	3%	6%	?	-4%	?	-3%	1%	2%
COc1ccc2cc(CCNC(=O)CC(C)(C)C)c(=O)[nH]c2c1	5%	-11%	?	i	-12%	1%	9%	-13%
CCOC(=O)c1cc(NC(=O)Nc2nccs2)c(C)nc1C	?	-1%	4%	-13%	-2%	2%	-6%	3%
CCCC(=O)NC(=S)Nc1ccccc1F	-4%	1%	5%	-6%	8%	-5%	18%	1%
COc1ccc(COCC(O)CN2CCC(CN3C(=O)c4cccc5cccc(c45)C3=O)CC2)cc1OC (stereo not given)	?	?	?	14%	0%	-1%	-37%[inhibitor]	-4%
COc1ccc(-n2c(=O)n(Cc3ccccc3)c(=O)c3[nH]cnc32)cc1	nt	nt	-6%	i	-1%	nt	nt	12%
Cc1ccc(S(=O)(=O)NNC(=O)Nc2cccc3ccccc23)cc1	5%	?	3%	3%	6%	0%	3%	8%
COc1ccc(C(C(=O)NC2CCCCC2)N(CC2CCCO2)C(=O)C2COc3ccccc3O2)cc1OC (stereo not given)	-3%	?	-3%	-11%	-4%	-2%	-20%	4%
O=C(CN1CCN(S(=O)(=O)c2ccc(Br)cc2)CC1)N/N=C/c1ccc(Cl)c([N+](=O)[O-])c1	-17%	20µM*	-11%	-4%	-18%	-3%	11%	-14%
Clc1ccccc1Cn1nnc(-c2ccccc2)n1	nt	-3%	1%	-2%	0%	1%	?	?
O=C(NCCCn1ccnc1)C(=O)NCC(c1ccco1)N1CCN(c2ccccc2)CC1 (stereo not given)	2%[1.84 µM]	0%	14%	-2%	-6%	5%	-6%	-21%
CC(=O)c1cn(CCCCCCCCCCn2cc(C(C)=O)c(=O)[nH]c2=O)c(=O)[nH]c1=O	4%	4%	-7%	-1%	-4%	4%	1%	2%
COc1ccc(CC(=O)NC(c2ccccc2)c2ccccc2)cc1S(=O)(=O)N1CCOCC1	-9%	1%	-3%	-6%	-10%	0%	-6%	nt
CCOc1ccc(C(CCc2ccccc2)NC(=O)c2ccccc2F)cc1OCC (stereo not given)	7%	-1%	6%	i	-19%	-1%	-6%	nt
CC(=O)c1c(N2CCOCC2)nc2ccc(Cl)cc2c1-c1ccccc1	nt	nt	2%	2%	-12%	nt	nt	-14%
Cc1nc2ccccn2c1/C(O)=C1\C(=O)C(=O)N(CCN2CCOCC2)C1c1ccncc1 (stereo not given)	9%	?	?	-7%	-9%	-1%	19%	5%
CCC(=O)N/C(N)=N/c1nc(C)c2cc(OC)ccc2n1	-10%	?	?	-7%	-13%	0%	?	4%
COCCNC(=O)CSc1nc2ccccc2c(=O)n1CCC(=O)N1CCN(c2ccccc2)CC1	-4%[46 µM]	2%	8%	1%	-3%	0%	1%	nt
NC(=O)c1ccc[n+](Cc2ccccc2)c1	-2%	1%	-1%	-3%	0%	nt	nt	?
O=C(CCCCCNS(=O)(=O)c1ccc(Br)cc1)NCCN1CCOCC1	-6%	-6%	9%	11%	-8%	-6%	-5%	10%
O=C(CSc1ccsc1[N+](=O)[O-])N1CCN(c2ccccc2)CC1	?	?	-1%	-22%	?	-1%	-13%	?
COc1ccc(/C(C)=N/NC(=O)c2ccc(N(C)C)cc2)cc1	-14%	-14%	0%	i	?	-4%	-14%	-5%
COc1cccc(NC(=O)Cn2c(=O)oc3ccccc32)c1	-7%	1%	-1%	?	-14%	6%	?	nt
Clc1ccccc1COc1ccc(/C=N/n2cnnc2)cc1	?	12%	4%	-11%	-11%	-1%	-16%	6%
CC1(C)CC(CC(=O)O)(c2ccccc2)CCO1 (stereo not given)	-3%	2%	1%	i	2%	-5%	8%	6%
NC(=O)CSc1nnc(-c2cccc(S(=O)(=O)N3CCCCC3)c2)o1	nt	nt	2%	-5%	2%	nt	nt	6%
Fc1c(F)c(F)c(/C=N/NC(=S)Nc2cccnc2)c(F)c1F	nt	?	1%	i	-16%	-1%	27%	-15%
CC1(C)CC(=O)C=C(Nc2ccccc2F)C1	-5%	?	9%	-1%	-6%	-5%	-28%	-9%
CCO[C@@H]1OC(C(N)=O)=C[C@H](c2ccc(Br)cc2)[C@H]1CCCO	nt	7%	10%	i	1%	nt	nt	23%

(further entries)
Structure	LMNA splice mod	ALDH1A1 block	KDM4E inh	RECQ1 inh	Tau fibril ThT	Luc counter	SMN2 splice enh	L3MBTL1 block
O=C(NCc1cccnc1)c1ccc2c(c1)N(Cc1ccccc1)CCS2	nt	?	?	i	?	nt	nt	-30%
CCNC(=O)/C(C#N)=C/c1c(N2CCN(Cc3ccc4c(c3)OCO4)CC2)nc2c(C)cccn2c1=O	-6%	?	?	-1%	-15%	4%	-17%	-7%
COc1ccccc1CNC(=O)C(CCSC)NS(=O)(=O)c1ccc2c(c1)oc(=O)n2C (stereo not given)	-1%	4%	-2%	-11%	2%	1%	0%	7%
O=S(=O)(Nc1nc2ccccc2nc1NCC1CCCO1)c1ccc(F)cc1 (stereo not given)	nt	nt	?	-3%	-10%	nt	nt	4%
O=C(O)COc1ccccc1/C=N/NC(=O)Cc1csc(Nc2cccc(C(F)(F)F)c2)n1	-4%[46 µM]	-7%	-11%	-4%	?	-2%	-10%	-10%
COc1ccccc1NC(=O)COc1ccccc1C(=O)Nc1ccccc1	-2%[46 µM]	-4%	46%[activator]	i	-2%	1%	-8%	8%
CC(C)c1ccccc1OCC(=O)NCC(c1cccs1)N1CCOCC1 (stereo not given)	?	?	-1%	-14%	-15%	0%	-29%	3%
Cc1cc(C)nc(SCC(=O)c2ccc3c(c2)OCCO3)n1	3%	2%	0%	-1%	-1%	4%	-30%	-3%
O=C(NCCCN1CCN(CCCNC(=O)c2cccc(Cl)c2)CC1)c1cccc(Cl)c1	14%	13%	9%	i	-6%	1%	-4%	-2%
COC(=O)c1cc(NC(=O)c2cc(C)oc2C)cc(C(=O)OC)c1	-4%	25µM*	-2%	?	?	2%	6%	-8%
